Screening results from PubChem BioAssay.
BRCT inh red – BRCT-phosphoprotein interaction inhibition (red fluorophore); P38398; BRCT-phosphopeptide binding, red fluorescence polarization; Potency, µM (series often up to 76.9 µM), for inactives: at the highest dose activity change, negative = inhibition, hits mostly inhibitors; 75,000 compounds, 0.03% hits; further: on the % scale 0 is the no-effect control and ±100 the full control effect
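Rhodamine-labelled pBACH1 10-mer (100 nM) bound to BRCT domain (100 nM) at pH 7.3; compounds incubated 12 min room temperature, polarization read. Free peptide defines full inhibition; unlabelled decapeptide titrated as control.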
Caspase-1 inhib – allosteric or competitive inhibitors of human caspase-1; P29466; Caspase-1 enzyme, Ac-WEHD-AFC fluorogenic rate; Potency, µM (series often up to 57.5 µM), inactives show at the top dose activity change, negative = inhibition, hits mostly inhibitors; 75,000 compounds, 0.03% hits; AID 900;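 further: potency means the concentration at half of the fitted maximal effect; plate controls were vehicle for no effect and no substrate for full effect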
Target sequence (P29466 120-297 limits assumed): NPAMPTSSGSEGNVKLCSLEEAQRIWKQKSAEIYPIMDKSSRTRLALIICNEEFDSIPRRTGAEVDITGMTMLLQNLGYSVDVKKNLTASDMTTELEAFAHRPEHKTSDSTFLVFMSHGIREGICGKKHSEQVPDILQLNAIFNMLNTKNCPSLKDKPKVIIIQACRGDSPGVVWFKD
Target sequence (P29466 317-404 limits assumed): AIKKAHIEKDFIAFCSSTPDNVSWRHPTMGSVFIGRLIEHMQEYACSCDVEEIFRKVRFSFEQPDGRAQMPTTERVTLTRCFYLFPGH
USP2a inh – blocks human ubiquitin-specific protease USP2a; O75604; USP2a enzymatic assay, qHTS inhibition; Potency, µM (titrated, usually from 38.3 µM), without a hit: top-dose activity change, negative = inhibition, hits mostly inhibitors; 60,000 compounds, 0.1% hits; AID 927;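 further: potency means the concentration at half of the fitted maximal effect; nearly all actives have a fitted effect of over 60% in size; plate controls were DMSO for no effect and NEM full inhibition control for full effect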
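USP2 core (20 nM final) was preincubated with compound for 30 min at RT in 20 mM Tris-HCl pH 8.0, 2 mM CaCl2, 2 mM beta-mercaptoethanol; Ub-PLA2 (20 nM) plus NBD C6-HPC (20 uM) then added, fluorescence read after 2.5 h.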
Caspase-7 inhib – caspase-7 (human) inhibition, allosteric or competitive. P55210. recombinant caspase-7, Ac-DEVD-AFC fluorescence rate. Potency, µM (doses to about 57.5 µM), inactives show top-dose activity change, negative = inhibition, hits mostly inhibitors. 75,000 compounds, 0.02% hits. AID 889; active means well fitted inhibition curve with a large enough effect in the main read-out, with a control signal flat, not every such curve was filed as active; inconclusive means small, poorly fitted or top-dose-only effect, or a change in a side signal; further: potency means the concentration at half of the fitted maximal effect; % of control where 0% means no effect
Target sequence (P55210 24-198 limits assumed): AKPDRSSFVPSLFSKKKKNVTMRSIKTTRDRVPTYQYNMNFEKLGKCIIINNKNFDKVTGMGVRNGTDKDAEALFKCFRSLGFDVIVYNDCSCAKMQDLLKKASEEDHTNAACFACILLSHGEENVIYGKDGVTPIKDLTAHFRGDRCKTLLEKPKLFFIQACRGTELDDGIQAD
Target sequence (P55210 207-303 limits assumed): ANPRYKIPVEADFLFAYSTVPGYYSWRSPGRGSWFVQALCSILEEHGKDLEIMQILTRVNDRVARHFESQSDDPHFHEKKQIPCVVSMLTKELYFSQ
UbGFP stabilizer – ubiquitin-GFP accumulation via proteasome inhibition. Ubiquitin-GFP reporter cells, proteasome inhibition, GFP fluorescence; response scale: untreated = 0%, 10 µM MG-132 = 100%. Potency, µM (top dose mostly 45.9 µM), without a hit: at the highest dose activation (GFP accumulation), usual class: activators. 67,000 tested, under 10 active; active means well fitted activation curve with a large enough effect, not every such curve was filed as active; inconclusive means small, poorly fitted or top-dose-only effect, or another doubt; inactive means no such curve, though single readings can be large or run the other way; further: potency means the concentration at half of the fitted maximal effect
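Proteasome block read as GFP accumulation: ubiquitin(G76V)-GFP U2OS cells exposed to compound (2.9 nM–46 uM) for 4 hr at 37 C. Normalization used untreated cells as 0% and 10 uM MG-132 as 100%; concentration-response curves fitted.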
Fluorescein autfl – compound fluoresces in the fluorescein spectral region. max fluorescein-equivalent concentration, M. 59,000 compounds, 0.91% hits. AID 593. Compound autofluorescence, 480/540 nm, fluorescein-equivalent; active compounds read high; in the data active means max fluorescein-equivalent concentration above about 10 nM; inconclusive means between about 1.1 nM and that limit
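Autofluorescence profiling; 100 mM Tris, pH 8.0; incubation 15 min at RT; ex/em 480/540 nm; result as fluorescein-equivalent concentration.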
A350 autofl – compounds fluorescent in Alexa 350 spectral region; max dye-equivalent concentration, M; Compound autofluorescence, 340/450 nm, Alexa 350 dye-equivalents; active compounds read high; 59,000 compounds, 11% hits; AID 590; in the data active means max dye-equivalent concentration above about 10 nM; inconclusive means mostly about 1.1 nM to 9.6 nM
HEK293 cAMP cs – parental HEK293 cAMP activation (counter-screen) | AID 938 | 73,000 compounds, 2.5% hits | parental HEK293 CNG cAMP sensor, membrane potential fluorescence | Potency, µM (highest dose often 57.1 µM), for inactives: at the top dose activation, most hits filed as activators; further: potency means the concentration at half of the fitted maximal effect; % of control where 0% means no effect; nearly all actives have a fitted effect of over 55% in size
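Parental HEK 293 cells stably expressing a cAMP-gated CNG channel were loaded with membrane potential dye containing 100 uM RO 20-1724 for 60 min. Compound added for 30 min; depolarization read as fluorescence intensity at 590 nm.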
4MU fluor – compound fluoresces in the 4-MU spectral region. compound autofluorescence, 340/450 nm, 4-MU equivalents; active compounds read high. 59,000 compounds, 11% hits. max dye-equivalent concentration, M. AID 589; in the data active means max dye-equivalent concentration above about 10 nM; inconclusive means mostly about 1.1 nM to 9.6 nM
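Compounds in 100 mM Tris, pH 8.0, sat 15 min at room temperature before fluorescence was read at 340 nm excitation/450 nm emission; a per-plate six-point 4-MU standard curve converted signals to dye-equivalent concentration at each compound concentration.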
GFP derepression – epigenetic modulators derepressing GFP locus in mouse cells. mouse C127i GFP locus derepression, cytometry, 30 h. Potency, µM (titrated, usually from 46.1 µM), without a hit: at the top dose GFP derepression (activation). 68,000 compounds, 0.09% hits. AID 597; further: % of control where 0% means no effect
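Read-out is the number of GFP-positive cells, scored as fluorescent objects 20 to 120 um wide, reflecting derepression of a silenced CMV-GFP reporter in murine C127i cells after 30 h compound exposure at 37 C.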
BRCT PPI green – blocks human BRCA1 BRCT binding to phosphopeptide, green readout; Potency, µM (highest dose often 76.9 µM), for inactives: at the top dose activity change, negative = inhibition, actives largely listed as inhibitors; 75,000 compounds, 0.05% hits; AID 875; P38398; BRCA1 BRCT-phosphopeptide binding, green fluorescence polarization;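 further: potency means the concentration at half of the fitted maximal effect; plate controls were peptide without protein for full effect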
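Fluorescence polarization: His-tagged BRCT (~35 kDa BRCA1 C-terminus, 250 nM) bound to 100 nM fluorescein-labeled phosphorylated 10-aa BACH1 peptide, pH 7.3 phosphate buffer with DTT and Tween 20. Compounds incubated 12 min at room temperature; inhibition read as lowered polarization.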
* hit, by the source's call; i = inactive; ? = inconclusive; · = no result given; [ ] = remark or other dose. Unless noted, the call rests on the fitted dose curve; in most records, active means well fitted curve in the direction sought with a large enough effect; inconclusive means small, poorly fitted or top-dose-only effect, or another doubt; inactive means no such curve, though single readings can be large; an effect the other way counts as inactive or inconclusive. Some of the compounds tested. The share of hits here may be higher or lower than overall.

Structure | GFP derepression | A350 autofl | BRCT PPI green | USP2a inh | UbGFP stabilizer | BRCT inh red | 4MU fluor | HEK293 cAMP cs | Fluorescein autfl | Caspase-7 inhib | Caspase-1 inhib
COCCOC(=O)C1=C(C)NC2=C(C(=O)CCC2)C1c1ccc(N(C)C)cc1 (stereo not drawn) | 2.2% | · | 1.8% | 0.6% | -4.2% | -0.4% | · | -8.8% | · | -4.3% | -7.0%
c1cc2c(cc1-c1cnc3n1CCC3)OCCO2 | 0.0% | i | -4.5% | -4.7% | 0.0% | -0.3% | i | 20µM* | ? | -1.8% | 3.2%
COc1ccc(CC(=O)Nc2ccc(OC)c(NC(=O)c3ccco3)c2)cc1 | -1.3% | i | -0.2% | 22.4% | -17.7% | 2.3% | i | 12.8% | i | -3.6% | -1.3%
Nc1nonc1-c1nc2ccccc2[nH]1 | 2.7% | i | 1.7% | 6.4% | -7.9% | -0.7% | i | 3.7% | i | -0.4% | -0.3%
[Li+] | -1.7% | i | -0.6% | -4.1% | -1.2% | -0.4% | i | -12.4% | i | 2.1% | -0.6%
CO[C@@H]1/C=C\CC(=O)N[C@@H](C)C(=O)OC[C@@H](OC)[C@H](C)CCCC(=O)OC[C@H]1C | · | · | 2.7%[15.4 µM] | · | · | 2.1%[15.4 µM] | · | 2.1%[11.4 µM] | · | 2.6%[11.5 µM] | 2.1%[11.5 µM]
COc1ccc(CCNC(=O)C2=COCCO2)cc1 | -1.4% | i | -4.5% | -10.0% | 2.0% | -0.4% | i | -0.1% | ? | 0.6%[0.00368 µM] | 1.6%
CCCCNC(=O)CCCCCNS(=O)(=O)c1ccc(OC)cc1 | 2.0% | i | 0.7% | 9.0% | 17.6% | 0.8% | i | 16.9% | i | 0.8% | -0.8%
Cc1nn(-c2ccccc2)c(Cl)c1C1C(C#N)=C(N)OC2=C1C(=O)CCC2 (stereo not drawn) | -1.2% | ? | 0.5% | 17.1% | -2.0% | 0.5% | i | 10.2% | ? | -7.7% | 2.0%
O=C1Nc2ccccc2C1=Nc1ccc(S(=O)(=O)Nc2nccs2)cc1 | 5.8%[9.22 µM] | i | -2.4%[15.4 µM] | · | 0.9%[9.17 µM] | -1.5%[15.4 µM] | i | 0.4%[11.4 µM] | ? | -0.8%[11.5 µM] | 3.1%[11.5 µM]
CCN(CCCNC(=O)c1c(C)cc(=O)oc1C)c1ccccc1 | 0.0% | i | -3.1% | 8.2% | 0.5% | -0.3% | i | 10.2% | i | 0.0% | 0.6%
CC(C)(C)n1nnnc1C(c1cccnc1)N1CCN(C2CCCCC2)CC1 (stereo not drawn) | 1.2% | ? | 0.7% | -2.4% | 2.6% | -0.8% | i | 27.9% | ? | 5.0% | 3.0%
CC(=O)N1c2c(cc(Br)cc2S(=O)(=O)N2CCN(c3ccccn3)CC2)CC1C (stereo not drawn) | 2.0% | i | 1.5% | 35.2%[activator] | -1.4% | -0.8% | i | 19.3% | i | -3.0% | -1.4%
CS(=O)(=O)Nc1ccccc1C(=O)O | · | · | -4.0% | · | · | 22.4% | · | 22.6% | · | 3.3% | -1.7%
CCCN1CCN(C(=O)Cn2ncc3ccccc32)CC1 | 0.0% | · | -0.9% | · | 18.2% | 1.2% | · | 16.0% | · | -2.8% | -0.2%
COCC(=O)N1CCC2(CC1)CCN(c1ccc(-c3ccccc3)cc1)CC2 | -2.3%[9.22 µM] | i | -1.2% | 95.0%[activator] | 0.0% | -0.2% | i | -1.3% | i | -1.9% | -3.8%
CCCCN1CCC[C@@H]1CNC(=O)c1cc(C#N)c2ccccc2c1OC | -1.4% | · | 0.9% | · | 3.7% | 0.9% | · | 3.4% | · | 0.9% | 2.2%
COCC(C)NC(=O)c1cc(-c2cccc(OC)c2)on1 (stereo not drawn) | -3.8% | i | 0.7% | 0.1% | -3.9% | 0.5% | i | -2.0% | i | -1.1% | -0.8%
COCCNC(=O)C(C)N(c1ccc(Oc2ccccc2)cc1)S(C)(=O)=O (stereo not drawn) | -1.8% | · | -1.8% | 7.4% | 11.6% | 1.3% | · | 7.7% | · | -0.2% | -0.7%
Cc1ccc(N(CC(=O)NCc2ccc3c(c2)OCO3)S(C)(=O)=O)cc1 | 1.2% | i | -0.4% | -0.4% | -3.7% | -0.8% | i | -3.5% | i | 0.9% | -1.8%
O=C(O)CCS(=O)(=O)Cc1ccccc1F | -5.2% | i | -1.8% | -2.5% | 0.0% | 1.2% | i | -4.1% | i | 0.3% | 2.0%
COC(=O)C1=C(N)n2c(s/c(=C\c3cccnc3)c2=O)=C(C(=O)OC)C1c1cccnc1 (stereo not drawn) | -1.2% | i | -0.1% | 0.4% | -3.0% | 1.7% | i | 8.7% | i | 0.4% | -1.8%
Cc1ccc(NS(=O)(=O)c2ccc(C(=O)N3CCCN(C)CC3)cc2)cc1 | 0.0% | i | -0.1% | -1.8% | -0.6% | 1.0% | i | -11.2% | i | -0.8% | -2.6%
CCC(C)NCC(=O)Nc1ccc(-c2nc3cc(NC(=O)CNC(C)CC)ccc3o2)cc1 (stereo not drawn) | -0.6% | 8.09e-08M* | -0.7% | 31.8%[activator] | 2.7% | -0.2% | 6.9e-08M* | 12.9% | i | 0.0% | 0.1%
COc1cc(NC(=O)c2noc3c2CCC3)c(OC)cc1Cl | -1.1% | 1.71e-08M* | -3.8% | 25.5% | -1.3% | -4.4% | 1.5e-08M* | ? | i | -7.4% | -4.3%
CC1(C)CC(=O)C2=C(C1)OC(N)=C(C#N)C2Cc1ccccc1 (stereo not drawn) | -2.2% | · | -1.1% | 0.2% | -1.3% | 0.8% | · | -2.5% | · | -0.9% | -0.7%
Cc1ccc(S(=O)(=O)N2CCOCC2)cc1C(=O)Nc1nc(-c2cccnc2)cs1 | 2.4% | i | 1.3% | 19.6% | -7.9% | -0.7% | i | 10.9% | i | -1.0% | -5.0%
Cc1c(NC(=O)Nc2ccc(Cl)c(Cl)c2)c(=O)n(-c2ccccc2)n1C | -3.7% | · | -1.0% | 2.4% | 27.9% | -0.2% | · | -0.1% | · | 1.2% | -2.7%
Ic1ccc(N2CCN(Cc3c[nH]c4ncccc34)CC2)cc1 | 3.4% | i | -2.1% | -1.2% | -4.3% | -1.7% | i | -2.4% | i | -3.4% | 4.0%
CCOC(=O)c1sc2nc(N3CCOCC3)c3c(c2c1N)CCN(C)C3 | 2.6% | 1.14e-06M* | -2.7% | -3.2% | 1.8% | -0.4% | 1.07e-06M* | -11.6% | i | -13.5% | -13.8%
CCOc1cc(S(=O)(=O)NCc2cccs2)ccc1Cl | -5.4% | i | 0.3% | 1.9% | 3.6% | -0.9% | i | -0.7% | i | -1.0% | -2.2%
O=C(NCc1ccco1)C(Cc1ccccc1)N1C(=O)c2ccccc2C1=O (stereo not drawn) | 1.8% | · | -2.7% | 12.9% | -8.8% | -1.1% | · | 3.3% | · | -4.9% | -2.5%
N#Cc1ccc(CN2CC[C@@]3(CCCN(C(=O)c4cc(C(F)(F)F)cc(C(F)(F)F)c4)C3)C2)cc1 | -2.3%[9.22 µM] | i | -2.1% | 45.9%[activator] | 6.5% | -2.5% | i | ? | i | 0.6% | -5.4%
O=C(CSc1ncn[nH]1)Nc1ccc(Cl)c(Cl)c1 | -2.9% | i | -0.5% | 7.7% | -11.1% | -1.7% | i | -5.4% | i | -0.2% | -1.9%
C=CCn1c(SCC(=O)Nc2ccc3c(c2)CCC3)nnc1-c1cccs1 | 1.8% | i | 2.5% | 15.5% | -6.5% | -0.1% | i | ? | i | -2.9% | -5.3%
COc1ccccc1-c1cncnc1N1CCN(C)CC1 | -3.4%[9.22 µM] | i | -1.8% | 7.2% | -6.2% | 0.9% | i | -10.8% | ? | -2.6% | -1.6%
Cc1cc(C)c2c(n1)sc1c(N3CCOCC3)ncnc12 | 0.0% | i | -0.7% | 1.0% | -4.1% | 2.6% | i | 3.9% | i | -0.5% | 0.0%
Cn1c(N2CCC(C(N)=O)CC2)nc2c1c(=O)n(Cc1ccc(Br)cc1)c(=O)n2C | 1.6% | i | -2.4% | 11.3% | 0.9% | 1.5% | i | -1.0% | i | -0.9% | -8.6%
O=C(Nc1ccc2c(c1)OCCO2)c1cc(-n2cnnc2)ccc1Cl | 1.6% | i | -0.5% | -5.7% | 6.3% | 0.4% | i | 9.6% | i | -1.1% | 0.1%
COc1cccc(C2c3c(oc4ccccc4c3=O)C(=O)N2CCCN2CCOCC2)c1 (stereo not drawn) | · | · | 0.9% | · | -8.1% | 0.6% | · | 1.6% | · | -5.7% | -2.5%
COC(=O)c1ccccc1NC(=O)C1CCN(S(C)(=O)=O)CC1 | 0.0% | i | 0.8% | -1.5% | -7.7% | -2.1% | i | 6.0% | i | 2.0% | 0.7%
